PLAP act: PLAP enzyme activators, biochemical, luminescence, HTS; Alkaline phosphatase, placental type (Homo sapiens), P05187; purified PLAP enzyme, luminescent substrate read-out; hits give high values; activation fold at 20 µM; 96,000 tested, 1.2% active; AID 696, 2007; in the data active = activation fold above about 2
Target sequence (P05187 whole entry, looked up): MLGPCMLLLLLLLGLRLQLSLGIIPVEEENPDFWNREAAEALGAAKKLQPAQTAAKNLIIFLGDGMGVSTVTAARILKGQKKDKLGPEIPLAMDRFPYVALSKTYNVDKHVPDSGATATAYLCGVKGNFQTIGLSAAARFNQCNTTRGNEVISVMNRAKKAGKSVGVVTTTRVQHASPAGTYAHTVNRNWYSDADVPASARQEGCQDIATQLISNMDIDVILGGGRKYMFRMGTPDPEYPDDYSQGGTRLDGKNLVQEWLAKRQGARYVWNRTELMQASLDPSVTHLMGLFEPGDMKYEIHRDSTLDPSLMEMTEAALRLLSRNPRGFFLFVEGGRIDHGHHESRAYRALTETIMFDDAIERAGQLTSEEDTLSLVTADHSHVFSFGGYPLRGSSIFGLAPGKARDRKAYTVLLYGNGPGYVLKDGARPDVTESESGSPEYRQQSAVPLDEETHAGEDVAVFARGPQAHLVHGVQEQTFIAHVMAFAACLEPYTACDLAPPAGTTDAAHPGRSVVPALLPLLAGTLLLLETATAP
PostGolgi yeast: phenotypic screen on post-Golgi transport, primary screen | post-Golgi transport phenotypic cell assay | inhibition, % at 10 µM | 98,000 tested, 0.9% active | AID 739, 2007;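 note: yeast cells grown in 1536-well plates; yeast grown about 18 h at 30C before absorbance read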
Ecoli WT expand: growth inhibitors of wild-type E. coli, primary screen, strain BW25113, expanded library, OD600. OD600 absorbance. AID 710, 2007. 98,000 tested, 0.15% active. growth inhibition, % at 100 µM;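 active = growth inhibition above about 50% at one test dose, limit read from the data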;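 note: growth measured after 20 h incubation at 37 °C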
PostGolgi ctrl: growth inhibition of yeast control strain, primary screen, counter-screen for post-Golgi transport modulator project; 98,000 tested, 5% active; inhibition, % at 10 µM; efflux-deficient yeast background strain, growth absorbance A615, 16 h
Mac1 fbg inh: inhibitors of CD11b/CD18 adhesion to fibrinogen, primary screen, K562 cells, luminescence. 93,000 tested, 0.54% active. Integrin beta-2 (Homo sapiens) + Integrin alpha-M (Homo sapiens), P05107+P11215. inhibition, % at 10 µM. ATPlite luminescence; Mn2+ added to activate the integrin;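 active = primary inhibition of 50% or more at 10 µM, then 40% or more on retest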; note: some results filed as inactive read as strong as hits
* hit, by the source's call; / = not tested or not shown. Cut-off read from the data, not from the text of the source, unless noted: active = inhibition above about 30%; inactive = the rest. Not all compounds are listed; the hit share may differ from the screen's.

| molecule | PLAP act | PostGolgi yeast | Ecoli WT expand | PostGolgi ctrl | Mac1 fbg inh |
| --- | --- | --- | --- | --- | --- |
| CCCC[N+]12CCC(CC1)C(=C(c1ccccc1)c1ccccc1)C2 | / | / | / | / | -11 |
| COc1cccc(NP(=O)(Oc2ccccc2)Oc2ccccc2)c1 | / | / | / | / | -6 |
| Cn1c(=O)c2c(nc(N/N=C/c3c(O)n(-c4ccccc4)c(=S)[nH]c3=O)n2C)n(C)c1=O | / | / | / | / | 4 |
| O=c1c2ccccc2nc(-c2ccc(Cl)cc2Cl)n1-c1nccs1 | / | / | / | / | 0 |
| N#Cc1ccccc1Cn1cc(C(=O)c2ccccc2F)c2ccccc21 | / | / | / | / | 21 |
| Cc1cccc(-n2c(O)c(/C=N/N3CCOCC3)c(=O)[nH]c2=S)c1 | / | / | / | / | 4 |
| Cc1nn(Cc2ccccc2)c(C)c1C(=O)NC1CCCc2ccccc21 (configuration not stated) | / | / | / | / | -13 |
| NC(=S)N/N=C/c1coc2ccccc2c1=O | / | / | / | / | -6 |
| CN1CCN(S(=O)(=O)c2ccc(Cl)nc2)CC1 | / | / | / | / | 3 |
| CC[N+]12CCC(CC1)C(=C(c1ccccc1)c1ccccc1)C2 | / | / | / | / | 10 |
| Cc1ccc(-n2c(C)cc(/C=C3/C(=O)NC(=O)N(Cc4ccco4)C3=O)c2C)cc1 | / | / | / | / | 13 |
| O=C1N=c2ccccc2=C/C1=C\c1c(O)[nH]c(=S)[nH]c1=O | / | / | / | / | 3 |
| COc1ccc(/C=C2\C(=O)NC(=O)N(CCC3=CCCCC3)C2=O)c(OC)c1 | / | / | / | / | 30 |
| Cc1cccc(OP(=O)(NCc2ccccc2)Oc2cccc(C)c2)c1 | / | / | / | / | 37 |
| Cc1ccc(N2C(=O)NC(=O)/C(=C\c3cc(C)n(-c4sc5c(c4C#N)CCCC5)c3C)C2=O)cc1 | / | / | / | / | 28 |
| O=c1[nH]c(=S)n(C2CC2)c(O)c1/C=N/Nc1cccc2ccccc12 | / | / | / | / | 11 |
| O=C(N/N=C/c1c(O)n(Cc2ccccc2)c(=O)[nH]c1=O)c1ccccc1O | / | / | / | / | 18 |
| O=c1c2ccccc2nc(-c2ccc([N+](=O)[O-])cc2)n1-c1ccccc1 | / | / | / | / | 1 |
| CCCc1nnc(NC(=O)CCC(=O)N2CCN(CCOC(c3ccccc3)c3ccccc3)CC2)s1 | / | / | / | / | 11 |
| Cc1nn(Cc2ccccc2)c(Cl)c1C(=O)Nc1ccc(OC(F)(F)F)cc1 | / | / | / | / | 16 |
| CN1CCN(c2nc3ccccn3c(=O)c2C=C2C(=O)N(C)C(=O)N(C)C2=O)CC1 | / | / | / | / | 4 |
| Cc1ccc(N2C(=O)NC(=O)/C(=C\c3cnc(-c4ccccc4)nc3)C2=O)cc1 | / | / | / | / | 9 |
| CCCCn1c(=O)c(C(=O)Nc2ccsc2C(=O)OC)c(O)c2ccccc21 | / | / | / | / | -4 |
| Cc1nn(Cc2ccccc2)c(Cl)c1C(=O)OCC(=O)Nc1cccc2ccccc12 | / | / | / | / | 15 |
| CCNC(=O)NC(=O)C(C)OC(=O)c1c(C)nn(Cc2ccccc2)c1Cl (configuration not stated) | / | / | / | / | 0 |
| O=C(N/N=C/c1c(O)n(Cc2ccc(F)cc2)c(=O)[nH]c1=O)c1ccccc1O | / | / | / | / | 4 |
| CC(C)Cc1nnc(NC(=O)CCC(=O)N2CCN(CCOC(c3ccccc3)c3ccccc3)CC2)s1 | / | / | / | / | 29 |
| Cc1ccc(/C=C2\C(=O)NC(=S)N(c3ccccc3F)C2=O)s1 | / | / | / | / | -4 |
| CCn1c(P(C)(=O)O)nc2ccccc21 | / | / | / | / | -3 |
| CCN1C(=O)C(=C/C=C/c2ccco2)C(=O)N(CC)C1=S | / | / | / | / | 10 |

Another view of 6 compounds above.
Below each SMILES – PLAP act, PostGolgi yeast, Ecoli WT expand, PostGolgi ctrl, Mac1 fbg inh
- NC(=S)N/N=C/c1coc2ccccc2c1=O
 : /, /, /, /, -6
- CN1CCN(S(=O)(=O)c2ccc(Cl)nc2)CC1
 : /, /, /, /, 3
- CC[N+]12CCC(CC1)C(=C(c1ccccc1)c1ccccc1)C2
 : /, /, /, /, 10
- Cc1ccc(-n2c(C)cc(/C=C3/C(=O)NC(=O)N(Cc4ccco4)C3=O)c2C)cc1
 : /, /, /, /, 13
- O=C1N=c2ccccc2=C/C1=C\c1c(O)[nH]c(=S)[nH]c1=O
 : /, /, /, /, 3
- COc1ccc(/C=C2\C(=O)NC(=O)N(CCC3=CCCCC3)C2=O)c(OC)c1
 : /, /, /, /, 30

(continued)
| molecule | PLAP act | PostGolgi yeast | Ecoli WT expand | PostGolgi ctrl | Mac1 fbg inh |
| --- | --- | --- | --- | --- | --- |
| COc1cc(OC)cc(C(=O)Nc2ccc(Br)cc2C(=O)c2ccccc2)c1 | / | / | / | / | -7 |
| COc1ccccc1OP(=O)(Nc1cccnc1)Oc1ccccc1OC | / | / | / | / | -7 |
| Cc1cccc(OP(=O)(Nc2cccnc2)Oc2cccc(C)c2)c1 | / | / | / | / | 4 |
| CCOc1ccccc1NC(=O)N1CCC2(CC1)OCCO2 | / | / | / | / | -3 |
| O=c1cc(CN2CC=C(c3ccccc3)CC2)c2c(ccc3ccccc32)o1 | / | / | / | / | 5 |
| O=C(CCNS(=O)(=O)c1ccccc1)Nc1ccc(Cl)cc1C(=O)c1ccccc1 | / | / | / | / | 34 |
| COP(=O)(OC)C(Nc1ccccn1)c1ccccc1 (configuration not stated) | / | / | / | / | -14 |
| O=C(N/N=C/c1c(O)n(CCc2ccccc2)c(=O)[nH]c1=O)c1ccncc1 | / | / | / | / | -10 |
| CCN(CC)c1ccc(CC2C(=O)N(C)C(=O)N(C)C2=O)cc1 | / | / | / | / | 0 |
| Cc1ccc(/C=C2\C(=O)NC(=O)N(CCc3ccc(F)cc3)C2=O)o1 | / | / | / | / | 39 |
| C=CCN1C(=O)/C(=C/c2ccc3c(c2)CCCN3CCC)C(=O)NC1=S | / | / | / | / | 6 |
| Cc1cc(/C=C2\C(=O)NC(=S)N(C)C2=O)c(C)n1C1CCCCC1 | / | / | / | / | 1 |
| CCc1ccc(-n2c(O)c(/C=N/NC(=O)c3ccncc3)c(=O)[nH]c2=O)cc1 | / | / | / | / | -11 |
| O=C1NC(=O)N(c2ccc3c(c2)OCO3)C(=O)/C1=C\c1ccc(N2CCCCC2)o1 | / | / | / | / | -6 |
| CCCCC1C(=O)NC(=S)NC1=O | / | / | / | / | -9 |
| N#CCCn1cc(C(=O)Nc2ccc([N+](=O)[O-])cc2)c(-c2ccc3c(c2)OCCO3)n1 | / | / | / | / | 3 |
| Cn1c(O)c(/C=C/C=Nc2ccccc2)c(=O)n(C)c1=S | / | / | / | / | 7 |
| Cc1cccc(-n2c(O)c(/C=N/Nc3nc4c(c(=O)n(C)c(=O)n4C)n3C)c(=O)[nH]c2=S)c1 | / | / | / | / | -7 |
| COc1cccc(/C=C2\N=C(c3cncc(Br)c3)OC2=O)c1 | / | / | / | / | -2 |
| Cc1ccc(Cn2c(C)c3cnn(CC(=O)N4CCC5(CC4)OCCO5)c(=O)c3c2C)cc1 | / | -11 | -7 | -1 | / |
| Cn1c(O)c(C=Nc2ccc3c(c2)CCC3)c(=O)n(C)c1=O | 1 | / | / | / | 11 |
| Cc1cc(OCC(=O)Nc2cc(C)nn2-c2ccccn2)c2c3c(c(=O)oc2c1)CCC3 | 0.9 | / | / | / | -3 |
| Cc1ccc2c(c1)C1CN(C)CCC1N2C(=O)Cn1cnc2c1c(=O)n(C)c(=O)n2C (configuration not stated) | 1.4 | / | / | / | -12 |
| CN1C(=O)N(C)C(=O)C2(Cc3c(nc4ccccn4c3=O)N3CCC(Cc4ccccc4)CC32)C1=O (configuration not stated) | 1.3 | / | / | / | -3 |

Looked up by compound from the entries so far:
| molecule | PLAP act | PostGolgi yeast | Ecoli WT expand | PostGolgi ctrl | Mac1 fbg inh |
| --- | --- | --- | --- | --- | --- |
| Cc1ccc(/C=C2\C(=O)NC(=O)N(CCc3ccc(F)cc3)C2=O)o1 | / | / | / | / | 39 |
| C=CCN1C(=O)/C(=C/c2ccc3c(c2)CCCN3CCC)C(=O)NC1=S | / | / | / | / | 6 |
| CCc1ccc(-n2c(O)c(/C=N/NC(=O)c3ccncc3)c(=O)[nH]c2=O)cc1 | / | / | / | / | -11 |

Record cards, as listed above. Values in the order: PLAP act	PostGolgi yeast	Ecoli WT expand	PostGolgi ctrl	Mac1 fbg inh
CCc1ccc(-n2c(O)c(/C=N/NC(=O)c3ccncc3)c(=O)[nH]c2=O)cc1 is listed with /	/	/	/	-11
COP(=O)(OC)C(Nc1ccccn1)c1ccccc1 (configuration not stated) is listed with /	/	/	/	-14
Cc1cccc(OP(=O)(Nc2cccnc2)Oc2cccc(C)c2)c1 is listed with /	/	/	/	4
Cc1cc(OCC(=O)Nc2cc(C)nn2-c2ccccn2)c2c3c(c(=O)oc2c1)CCC3 is listed with 0.9	/	/	/	-3
